B2AR arrestin ag: beta-arrestin recruitment by human beta2-adrenergic receptor ligands; 44,000 tested, under 10 active; HTLA Tango cells, beta-arrestin recruitment, luciferase luminescence, 18 h; P07550; Potency, µM (highest dose often 46.1 µM), for the others: at the top dose activation, hits mostly activators;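 further: potency means the concentration at half of the fitted maximal effect; 0% = DMSO and full agonism = EC100 isoproterenol or metaproterenol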
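Tango cells (recombinant beta2-AR, beta-arrestin, tTA-driven luciferase), 1500/well in DMEM 1% FBS, treated 18 h at 37 °C with compounds up to 46 µM; luciferin mix added, luminescence read after 15 min; %activity curves fitted and curve-classed.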
p53null 32C kill: selectivity test: cytotoxicity in p53 null cells, permissive temperature. AID 903. 55,000 tested, 0.62% active. H1299-neo p53 null cells, ATP luminescence, 24 h, 32C. Potency, µM (top dose mostly 46.1 µM), without a hit: top-dose activity change, negative = cytotoxicity, actives largely listed as cytotoxic;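 further: potency means the concentration at half of the fitted maximal effect; 0% = DMSO only and -100% = full killing by 100 µM tamoxifen; nearly all actives have a fitted effect of over 55% in size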
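Cytotoxicity: H1299-neo (no p53), 32C, 24 h treatment. Concentrations up to 46 uM. Readout cellular ATP, luminescence. Normalization to DMSO basal and tamoxifen 100 uM maximal kill.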
FH mod: Identification of activators of human fumarate hydratase by quantitative high-throughput screening | Fumarate hydratase, mitochondrial (Homo sapiens), P07954 | FH coupled MDH/diaphorase resazurin fluorescence, 15 min | Potency, µM (top dose mostly 79.9 µM), for inactives: top-dose activity change, negative = inhibition, most hits filed as inhibitors | 54,000 tested, 0.22% active | AID 1347055, 2019; further: potency means the concentration at half of the fitted maximal effect; on the % scale 0 is the no-effect control and ±100 the full control effect; the screen sought activators but most active calls are inhibition curves; nearly all actives have a fitted effect of over 45% in size
Target sequence (P07954 whole entry, looked up): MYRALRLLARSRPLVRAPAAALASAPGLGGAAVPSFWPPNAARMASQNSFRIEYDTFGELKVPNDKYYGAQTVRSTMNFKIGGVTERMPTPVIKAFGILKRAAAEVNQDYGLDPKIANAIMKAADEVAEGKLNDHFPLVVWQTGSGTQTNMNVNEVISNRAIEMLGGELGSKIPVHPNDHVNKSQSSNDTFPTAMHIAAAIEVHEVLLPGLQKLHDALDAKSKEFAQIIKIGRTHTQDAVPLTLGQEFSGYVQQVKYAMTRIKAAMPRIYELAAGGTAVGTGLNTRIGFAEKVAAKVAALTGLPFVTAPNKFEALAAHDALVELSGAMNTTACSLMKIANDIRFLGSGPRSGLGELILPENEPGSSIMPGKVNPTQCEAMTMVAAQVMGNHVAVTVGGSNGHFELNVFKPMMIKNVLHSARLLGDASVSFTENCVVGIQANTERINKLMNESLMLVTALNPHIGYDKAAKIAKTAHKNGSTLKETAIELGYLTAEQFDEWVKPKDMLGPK
GALK inh: GALK (human) enzyme inhibition | recombinant GALK, Kinase-Glo ATP luminescence, 1 h | Potency, µM (doses to about 57.5 µM), inactives show top-dose activity, negative = inhibition, usual class: inhibitors | 44,000 tested, under 10 active | AID 1347072;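 further: plate controls were full GALK reaction for no effect and reaction lacking GALK for full effect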
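Human GALK (5 nM) was incubated with 35 uM ATP and 100 uM galactose in 20 mM HEPES pH 8.0 with MgCl2, NaCl, DTT and BSA for 1 h at room temperature. Remaining ATP was measured by Kinase-Glo Plus luminescence.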
p53null 39C tox: p53 null cell cytotoxicity, nonpermissive temperature; H1299 p53-null (neo) cells, 39C, ATPlite viability, 24 h; Potency, µM (series often up to 46.1 µM), for the others: top-dose activity, negative = cell killing, hits mostly cytotoxic; 55,000 tested, 0.97% active;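 further: potency means the concentration at half of the fitted maximal effect; 0% = DMSO only and -100% = full killing by 100 µM tamoxifen; nearly all actives have a fitted effect of over 50% in size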
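H1299 lung cancer cells, p53-null (H1299-neo) or expressing p53 A138V (H1299-p53A138V), were plated overnight at 37C, then exposed to compounds at up to 46 uM for 24 hr at 39C. Viability was read by ATP-based luminescence.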
PTAP-TSG101 blk: blocks PTAP binding to human TSG101, validation; 44,000 tested, under 10 active; Potency, µM (series often up to 115 µM), for the others: top-dose activity change, negative = inhibition, actives largely listed as inhibitors; Fluorescence polarization, FITC-PTAP peptide/Tsg101, 20 min; Q99816; further: potency means the concentration at half of the fitted maximal effect; 0% is about no effect
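Steps: Tsg101 binding domain (10 uM final) in HEPES pH 7.5/NaCl/Tween 20/EDTA/TCEP; add compound; add FITC-PTAP peptide (50 nM final); incubate 20 min r.t.; read polarization.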
NTMT1 inhibitor: inhibitors of human N-terminal methyltransferase NTMT1. AID 1645870. NTMT1 MTase-Glo SAH luminescence, purified enzyme. Potency, µM (series often up to 114 µM), inactives show top-dose activity change, negative = inhibition, most hits filed as inhibitors. 59,000 tested, 2.5% active. Q9BV86;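 further: potency means the concentration at half of the fitted maximal effect; plate controls were DMSO vehicle for no effect and no enzyme for full effect; nearly all actives have a fitted effect of over 65% in size; many of its hits are not listed in these tables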
Target sequence (Q9BV86 whole entry, looked up): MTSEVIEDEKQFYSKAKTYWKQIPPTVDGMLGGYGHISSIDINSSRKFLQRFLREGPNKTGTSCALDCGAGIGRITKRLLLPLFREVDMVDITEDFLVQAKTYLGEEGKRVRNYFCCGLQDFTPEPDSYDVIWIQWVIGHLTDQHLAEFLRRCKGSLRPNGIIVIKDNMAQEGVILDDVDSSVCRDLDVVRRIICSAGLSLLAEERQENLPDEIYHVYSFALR
Numbers without * were called inactive; u = inconclusive; [ ] = another dose, or the depositor's remark. The call rests on the fitted dose curve; in most records, active means well fitted curve in the direction sought with a large enough effect; inconclusive means small, poorly fitted or top-dose-only effect, or another doubt; inactive means no such curve, though single readings can be large; an effect the other way counts as inactive or inconclusive.

SMILES	B2AR arrestin ag	p53null 32C kill	FH mod	GALK inh	p53null 39C tox	PTAP-TSG101 blk	NTMT1 inhibitor
COc1ccc(N2CC(NC(=O)C(=O)c3c(C)[nH]c4ccccc34)CC2=O)cc1 (configuration not stated)	-4%	-5%	-15%	-1%	u	0%	-7%
COc1ccc(C2c3c(oc4ccccc4c3=O)C(=O)N2Cc2ccc3c(c2)OCO3)cc1 (configuration not stated)	0%	2%	4%	1%	-5%	1%	4%
COC(=O)NCC(c1cccnc1)N1CCN(c2ccc(F)cc2)CC1 (configuration not stated)	-1%	u	-2%	1%	25µM*	1%	-2%
CCOc1ccccc1Nc1nc(-c2cccc(Cl)c2)c2c(n1)-c1ccccc1OC2	-3%	u	-17%	-11%	13µM*	1%	0%
CC(C)c1nn2c(=O)cc(COC(=O)c3cccc(NC(=O)c4cccs4)c3)nc2s1	0%	-6%	u	2%	7%	-2%	13%
O=C(O)Cn1nc(N2CCN(c3ccccc3)CC2)ccc1=O	0%	8%	-4%	8%	-6%	-4%	2%
Cc1ccc(Cn2cc(S(=O)(=O)c3ccc(Cl)cc3)c(=O)c3cc4c(cc32)OCO4)cc1	0%	0%	-3%	-11%	9%	-1%	4%
COc1cc(C2CC(=O)Oc3c2c(=O)n(C)c2ccccc32)ccc1O (configuration not stated)	-2%	11%	-10%	0%	-6%	-6%	-2%
Cc1c(C(=O)OCc2ccccc2)[nH]c2c1C(=O)CC(c1ccc(C(C)(C)C)cc1)C2 (configuration not stated)	1%	-11%	-4%	1%	-26%	-1%	9%
COc1cccc(NC(=O)Cn2c(=O)n(Cc3ccccc3)c(=O)c3c2c2cc(C)ccc2n3C)c1	-1%	6%	4%	1%	-22%	1%	-12%
CCOC(=O)c1c(NC(=O)c2nc(SCC)ncc2Cl)sc(C(C)=O)c1C	0%	-3%	-9%	1%	2%	1%	4%
Cc1cc(C)n(C(C)CC(=O)Nc2cccc(C#N)c2)n1 (configuration not stated)	0%	-8%	3%	-2%	-15%	0%	1%

4 entries picked at random from the list so far:
SMILES	B2AR arrestin ag	p53null 32C kill	FH mod	GALK inh	p53null 39C tox	PTAP-TSG101 blk	NTMT1 inhibitor
CC(C)c1nn2c(=O)cc(COC(=O)c3cccc(NC(=O)c4cccs4)c3)nc2s1	0%	-6%	u	2%	7%	-2%	13%
CCOC(=O)c1c(NC(=O)c2nc(SCC)ncc2Cl)sc(C(C)=O)c1C	0%	-3%	-9%	1%	2%	1%	4%
Cc1c(C(=O)OCc2ccccc2)[nH]c2c1C(=O)CC(c1ccc(C(C)(C)C)cc1)C2 (configuration not stated)	1%	-11%	-4%	1%	-26%	-1%	9%
COc1ccc(C2c3c(oc4ccccc4c3=O)C(=O)N2Cc2ccc3c(c2)OCO3)cc1 (configuration not stated)	0%	2%	4%	1%	-5%	1%	4%

The listing continues.
SMILES	B2AR arrestin ag	p53null 32C kill	FH mod	GALK inh	p53null 39C tox	PTAP-TSG101 blk	NTMT1 inhibitor
CCOc1ccc(Nc2nc3c(S(=O)(=O)c4cccc(Cl)c4)nnn3c3ccsc23)cc1	2%	-9%	-1%	2%	u	-7%	-12%
CCN(CC)CCNC(=O)c1ccc2c(=O)n3nc(Nc4ccccc4OC)sc3nc2c1	2%	-19%	-37%	0%	u	-1%	u
COc1ccc2oc(-c3cccc(NC(=O)c4sc5c([N+](=O)[O-])cccc5c4Cl)c3)nc2c1	0%	1%[9.22 µM]	1%	0%	12%	-11%	7%
O=C(Cn1ncc2c3ccccc3n(Cc3cccc(Cl)c3)c2c1=O)NCCCc1ccccc1	-3%	-2%	-6%	u	3%	94%[activator]	-14%
CCC(CC)C(=O)Nc1cc(-c2cn3cccnc3n2)ccc1OC	1%	u	-4%	2%	-2%	-20%	-3%
Cc1ccc(CNC(=O)C(=O)Nc2c3c(nn2-c2ccc(F)cc2)CSC3)cc1	-4%	5%	3%	-6%	-2%	-4%	12%
O=C(COC(=O)c1cc(-c2cccs2)nc2ccccc12)c1ccc(Cl)cc1	0%	4%	-12%	-2%	1%	-3%	-7%
Cc1c(C)c2c(cc(C)c3c(-c4ccc(Br)cc4)coc32)oc1=O	0%	-1%	2%	-10%	-5%	-3%	4%
CC(=O)N1CCC(N(Cc2ccc(C)o2)C(=O)Nc2ccccc2F)CC1	0%	1%	-4%	0%	-9%	-1%	-6%
Cc1ccc(NC(=O)Cn2c(C)cc(C)c(C#N)c2=O)cc1	-1%	-3%	13%	-1%	24%	-4%	7%
CCCNC(=O)N1[C@H](c2ccc(C)s2)[C@@H](C)C(=O)[C@@H](C)[C@@H]1c1ccc(C)s1	-3%	-9%	-20%	3%	-17%	-4%	12%
CN(C)c1ccc(CNC(=O)c2ccc3nc(Cc4ccccc4)oc3c2)cc1	2%	8%	u	0%	-5%	-2%	-10%
COc1ccccc1CNC(=O)c1cc(-c2ccccc2)n[nH]1	-1%	-4%	-5%	-1%	4%	1%	0%
Cc1ccc2c(c1)c(=O)c(C(=O)c1ccccc1)cn2Cc1ccccc1F	0%	-1%	u	0%	-18%	-5%	-2%
CCOc1ccccc1NC(=O)Cn1c(=O)n(Cc2ccccc2)c(=O)c2cccnc21	-2%	4%	3%	-1%	6%	-1%	11%
O=c1c(S(=O)(=O)c2cccc(Cl)c2)cn(Cc2ccccc2)c2cc(N3CCOCC3)c(F)cc12	1%	-3%	-11%	1%	-7%	-7%	6%
CCOC(=O)c1cc(-c2ccccc2)n(CC(=O)Nc2cc(Cl)c(OC)cc2OC)c1C	-2%	5%	-11%	0%	11%	0%	0%
O=C(Nc1nc2nc(-c3ccccc3)cc(=O)n2[nH]1)c1ccc(Cl)cc1	-1%	-4%	4%	0%	-19%	0%	50µM*
COc1ccc(CNC(=O)c2c3c(nc4ccccc24)C(=O)N(C2CCCCC2)C3)cc1	2%	3%	-23%	2%	-20%	2%	-12%
CCN(CC)C(=O)Cn1c(SCC(=O)Nc2ccc(F)cc2)nc2ccccc21	0%	-7%	2%	-3%	2%	-2%	0%
CCOC(=O)c1c(NC(=O)c2nc(SC(C)C)ncc2Cl)sc2c1CCCC2	-2%	-3%	-2%	-3%	-26%	0%	2%
Cc1cc(C)cc(NC(=O)CCS(=O)(=O)c2cc3c4c(c2)CCN4C(=O)CC3)c1	0%	-6%	-3%	1%	3%	-6%	2%
CCS(=O)(=O)N1CCc2cc(C(=O)Nc3ccc(C(=O)OC)cc3)ccc21	-3%	-7%	-5%	2%	u	0%	-19%
COc1ccccc1C1CC(=O)N(c2cccc(C(F)(F)F)c2)C2=C1C(=O)OC2 (configuration not stated)	0%	10%	-40%	1%	-16%	-9%	19%
COc1cccc(NC(=O)/C(C#N)=C/c2c(C)n(Cc3ccc(Cl)cc3)c3ccccc23)c1	0%	11%	-14%	3%	4%	54%[activator]	-8%
COc1ccc(CCNC(=O)c2ccc3c(c2)N(Cc2cccc(C)c2)C(=O)c2ccccc2S3(=O)=O)cc1OC	-1%	1%	-11%	-2%	5%	0%	6%
O=C(Nc1cccc2cccnc12)c1ccc(F)cc1	2%	-8%	-15%	3%	-14%	-2%	5%
CC(C)NC(=O)CN1C(=O)CCn2nc(-c3cn(C)c4ccccc34)cc21	3%	-3%	-7%	-4%	5%	0%	4%
COc1ccc(NC(=O)N2CCN3CCCCC3C2)cc1OC (configuration not stated)	1%	4%	-16%	1%	22%	-1%	-6%
CCCSc1ncc(Cl)c(C(=O)Nc2ccc(S(=O)(=O)N(C)c3ccccc3)cc2)n1	1%	0%	-18%	-3%	22%	1%	3%
CCS(=O)(=O)N1CCC(C(=O)NCCC(C)C)CC1	3%	-3%	0%	2%	24%	-2%	u
CCc1ccc(CN(Cc2ccco2)c2cnc(S(C)(=O)=O)nc2C(=O)Nc2ccc(C)c(Cl)c2)cc1	-4%	-4%	-11%	-4%	10%	-4%	-3%
CC(=O)OC1=C(C(C)=O)N(Cc2ccccc2)S(=O)(=O)c2ccccc21	-4%	-15%	22%	6%	-29%	-2%	2%
Cc1cc(OCC(=O)N(Cc2ccc(N(C)C)cc2)CC2CCCO2)ccc1Cl (configuration not stated)	-2%	-3%	-21%	8%	-1%	-1%	-3%
CCOc1cc(C(Nc2cc(C)ccn2)c2ccc3cccnc3c2O)ccc1OC (configuration not stated)	u	u	20%	3%	u	-2%	4%
Cc1ccc(-c2nc3cc(Cl)ccc3o2)cc1NC(=O)c1cc([N+](=O)[O-])ccc1N1CCOCC1	0%	-18%	-33%	9%	8%	-4%	-2%

Next section; it opens with the 2 that closed the last part.
SMILES	B2AR arrestin ag	p53null 32C kill	FH mod	GALK inh	p53null 39C tox	PTAP-TSG101 blk	NTMT1 inhibitor
CCOc1cc(C(Nc2cc(C)ccn2)c2ccc3cccnc3c2O)ccc1OC (configuration not stated)	u	u	20%	3%	u	-2%	4%
Cc1ccc(-c2nc3cc(Cl)ccc3o2)cc1NC(=O)c1cc([N+](=O)[O-])ccc1N1CCOCC1	0%	-18%	-33%	9%	8%	-4%	-2%
CCC(=O)N1CCc2cc(Br)cc(S(=O)(=O)CCC(=O)N3CCN(c4ccc(OC)cc4)CC3)c21	1%	-1%	-2%	-2%	1%	0%	-5%
Cc1ccc(C)c(NC(=O)CCS(=O)(=O)c2cccc3nsnc23)c1	1%	4%	5%	-3%	-18%	-2%	7%
CCC1CCCCN1CCCNC(=O)c1cc2c(Cl)nc3ccccc3c2s1 (configuration not stated)	0%	-1%	-10%	-1%	u	-4%	u
COc1cccc(CN(C(=O)c2oc3cc(C)ccc3c2C)C2CCS(=O)(=O)C2)c1 (configuration not stated)	u	12%	32µM*	0%	-2%	-1%	4%
CCc1ccccc1NC(=O)Cn1c(=O)n(Cc2ccco2)c(=O)c2sc3ccccc3c21	1%	1%	0%	-2%	3%	-7%	2%
Cc1ccc(-c2cc(C(=O)NCCc3ccccc3)c3ccccc3n2)cc1C	0%	-18%	-9%	-5%	10%	-1%	-7%
CCOc1ccc2nc(N3CCCC(C(=O)Nc4ccc(OC)cc4)C3)sc2c1 (configuration not stated)	1%	-23%	-4%	0%	-13%	6%	23%
CCc1ccc(CNC(=O)Cn2nc(C)c3nn(-c4ccc(Cl)cc4)c(C)c3c2=O)cc1	-1%	-13%	0%	3%	u	-5%	7%
CCC(C(=O)Nc1cc(OC)ccc1OC)n1c(=O)c(C(F)(F)F)nc2ccccc21 (configuration not stated)	1%	-7%	-19%	5%	4%	-6%	9%
CCc1ccc(NC(=O)CSc2nc(=O)n(Cc3ccccn3)c3c2CCC3)cc1	-2%	-3%	-11%	3%	9%	0%	0%
COc1cccc(CNC(=O)CSc2ncc3c(n2)-c2cc(Cl)ccc2N(C)S3(=O)=O)c1	-1%	2%	1%	5%	-5%	-1%	0%
CCn1cc(C(=O)OCC(=O)Nc2cc(Cl)ccc2C)c(=O)c2ccc(C)nc21	-1%	4%	-2%	6%	18%	-4%	2%
CCOc1ccc(C(=O)Nc2ccc3nc(SCCOc4ccccc4)sc3c2)cc1	-4%	-10%	3%	6%	-3%	1%	3%

An excerpt; the hit share may differ from the screen's.
